VEEV TC-83 Vero: inhibitors of VEEV TC-83 cytopathic effect, confirmation, Vero cells (AID 588727) | Vero cells, VEEV TC-83 cytopathic effect inhibition; higher % means a stronger effect | one-dose inhibition, % at 20 µM; IC50 in µM for titrated hits | hit rate 0.13% among 350,000; in the data active = a potency from the dose series; inconclusive = inhibition mostly from about 14% at the one dose, without a potency; inactive = the rest, 99 in 100 with inhibition below about 12%; note: strong numbers were not always called active
Salmonella PhoP GFP: PhoP regulon inhibitors, Salmonella typhi PhoP promoter GFP reporter, confirmatory (AID 1850) | Salmonella Typhi PhoP-promoter GFP reporter, fluorescence, 4 h; higher % means a stronger effect | inhibition, % at 50 µM, or IC50 in µM where a hit was titrated | hit rate 0.33% among 310,000; in the data active = a potency from the dose series; inconclusive = inhibition mostly from about 25% at the one dose, without a potency; inactive = the rest, 99 in 100 with inhibition below about 19%;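 note: 0% = induced wells with vehicle and 100% = uninduced wells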
tuberculosis growth: growth inhibition of non-replicating M. tuberculosis (AID 488890); hit rate 0.39% among 320,000; Mycobacterium tuberculosis non-replicating, growth inhibition; higher % means a stronger effect; inhibition, % at 25 µM, or IC50 in µM where a hit was titrated; in the data active = a potency from the dose series; inconclusive = inhibition mostly from about 82% at the one dose, without a potency; inactive = the rest, 99 in 100 with inhibition below about 76%;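 note: plate controls were DMSO cells for no effect and high antibiotic wells for full effect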
M. tuberculosis HTS: M. tuberculosis growth inhibition, HTS (AID 449762) | one-dose inhibition, % at 25 µM; IC50 in µM for titrated hits | M. tuberculosis H37Rv growth inhibition, 7H9 media; higher % means a stronger effect | hit rate 0.59% among 330,000; in the data active = a potency from the dose series; inconclusive = inhibition above about 70% without an active follow-up result;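 note: bacterial growth assessed after seven days of incubation; strong numbers were not always called active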
influenza NS1A: H1N1 influenza NS1A inhibitors, functional cell based assay (AID 504329). hit rate 0.3% among 340,000. one-dose inhibition, % at 12.5 µM; IC50 in µM for titrated hits. NS1A functional cell-based assay, percent inhibition; higher % means a stronger effect; in the data active = a potency from the dose series; inconclusive = inhibition above about 27% without an active follow-up result; note: strong numbers were not always called active
VEEV TC-83 Vero 10K pilot screen: recorded beside VEEV TC-83 Vero, whose call it bears; inhibition, %; measured here: 10K pilot screen inhibition
Starred values were filed as active, the others as inactive; i = inactive; ? = inconclusive; nt = not tested or not shown. An unsorted share of the library, and some 1.4% of all compounds hit somewhere here.

SMILES	VEEV TC-83 Vero	Salmonella PhoP GFP	tuberculosis growth	M. tuberculosis HTS	influenza NS1A	others
Cc1ccccc1/C=N/Nc1ncnc2nc[nH]c12	9.5%	7.1%	29.7%	4.2%	-27.4%
CCN(CC)C(=O)CSc1nc(-c2cccs2)cc(-c2cccs2)c1C#N	3.6%	-10.7%	46.6%	5.1%	-7.0%
O=C(Nc1ccc2nc(-c3cccs3)c(-c3cccs3)nc2c1)NC1CC1	0.6%	-1.6%	21.4%	69.2%	-10.9%
Cc1cc(C(=O)NN=C2CC(=O)CC(C)(C)C2)c(C)o1	0.3%	nt	-1.2%	0.6%	-5.8%
CCOC(=O)C1CCN(C(=O)C2CCN(S(=O)(=O)CC)CC2)CC1	0.3%	-0.5%	-1.7%	6.7%	-15.3%
Cc1nc2ccc(S(=O)(=O)Nc3cc(-c4nc5cccnc5s4)ccc3C)cc2s1	9.5%	-6.4%	19.1%	-12.4%	2.3%	VEEV TC-83 Vero 10K pilot screen=7.5
COc1ccc(/C=N/Nc2cc(C)nc(N3CCOCC3)n2)cc1	3.8%	0.5%	-21.2%	8.3%	0.4%
CCOc1ccc(S(=O)(=O)NCc2ccc(Cl)cc2)c2cccnc12	3.5%	-0.8%	-6.8%	1.8%	-7.7%
COc1ccc(OC)c(S(=O)(=O)NC(C)CCc2ccccc2)c1 (configuration not stated)	i	-3.4%	0.8%	6.3%	-3.3%
Cc1nn(C)cc1/C=N/O	0.3%	-5.4%	7.6%	-2.1%	-0.8%
CCCCC(=O)Nc1ccccc1N1CCN(c2ccccc2)CC1	3.1%	3.5%	33.2%	1.9%	-4.5%
Clc1ccc(C2=C3CCCCn4c(-c5ccccc5)c[n+](c43)C2)cc1	0.7%	15.5%	58.9%	?	4.2%
O=C(COC(=O)CC12CC3CC(CC(C3)C1)C2)Nc1cccnc1Cl	0.2%	1.3%	i	-3.3%	-7.5%
CCC(NC(=O)COc1ccc([N+](=O)[O-])cc1)c1ccccc1 (configuration not stated)	nt	8.2%	15.6%	7.8%	nt
COc1ccc(-c2noc(-c3ccc(C)cc3)n2)cc1	0.8%	-4.1%	35.6%	?	-11.1%
CC[C@]12c3[nH]c4ccccc4c3CCN1C(=O)C(CC(=O)NCCN1CCOCC1)C[C@@H]2C(=O)N1CCN(C(=O)C2CC2)CC1 (some centres not stated)	1.0%	nt	-7.6%	2.7%	-6.7%
CSc1ncc(C(=O)Nc2cccc(Cl)c2C)c(C)n1	i	2.4%	69.6%	?	-7.9%
O=C(c1ccc(N2C(=O)CCC2=O)cc1)N1CCN(c2ccccc2)CC1	3.3%	-4.6%	-3.5%	-5.0%	5.5%
Cc1ccc(CN2CCC(Oc3cccc(C(=O)NCc4cccnc4)c3)CC2)o1	0.9%	-6.0%	5.8%	-3.8%	-4.0%
COc1ccc(NC(=O)CCN2CCN(S(=O)(=O)c3cc(Cl)ccc3OC)CC2)cc1	2.2%	-1.9%	19.7%	3.4%	0.2%
COC(=O)Cc1cc(OC)c(OC)cc1S(=O)(=O)N(C)C	0.1%	2.6%	-13.4%	-3.6%	-13.4%
COc1ccccc1CN(Cc1nc2ccccc2c(=O)[nH]1)C(=O)Nc1cccc(C)c1	10.8%	21.8%	27.0%	36.6%	-2.6%
COc1ccc(C(=O)NCCc2ccc(F)cc2)cc1OC	2.3%	5.8%	-13.5%	-7.1%	-4.8%
Cc1noc(C)c1C(=O)N1CC(C)OC(C)C1 (configuration not stated)	0.8%	11.0%	-13.1%	-7.3%	-1.3%
C=CCn1c(-c2ccc3ncccc3c2)n[nH]c1=S	4.0%	11.0%	-9.2%	-8.5%	-12.9%
CNC(=O)NC(=O)C(C)OC(=O)CCCc1nc2ccccc2s1 (configuration not stated)	i	8.2%	1.2%	-9.3%	4.2%
COc1cc(NC(=O)CNC(c2ccccc2)c2ccccc2)cc(OC)c1OC	1.3%	10.6%	5.5%	-2.7%	-2.5%
COc1ccccc1S(=O)(=O)Cc1ccc(C(=O)NCC2CCCO2)o1 (configuration not stated)	1.4%	3.0%	8.3%	5.0%	-3.0%
CO/N=C/c1ccc(N2CCN(C(=O)c3ccc(F)cc3)CC2)c([N+](=O)[O-])c1	i	-0.2%	11.6%	-7.7%	10.6%
CCOc1ccc(C(=O)c2cc([N+](=O)[O-])ccc2N2CCOCC2)cc1	7.5%	4.2%	17.0%	7.6%	2.5%

Molecules listed so far containing a halogen:
SMILES	VEEV TC-83 Vero	Salmonella PhoP GFP	tuberculosis growth	M. tuberculosis HTS	influenza NS1A	others
CCOc1ccc(S(=O)(=O)NCc2ccc(Cl)cc2)c2cccnc12	3.5%	-0.8%	-6.8%	1.8%	-7.7%
Clc1ccc(C2=C3CCCCn4c(-c5ccccc5)c[n+](c43)C2)cc1	0.7%	15.5%	58.9%	?	4.2%
O=C(COC(=O)CC12CC3CC(CC(C3)C1)C2)Nc1cccnc1Cl	0.2%	1.3%	i	-3.3%	-7.5%
CSc1ncc(C(=O)Nc2cccc(Cl)c2C)c(C)n1	i	2.4%	69.6%	?	-7.9%
COc1ccc(NC(=O)CCN2CCN(S(=O)(=O)c3cc(Cl)ccc3OC)CC2)cc1	2.2%	-1.9%	19.7%	3.4%	0.2%
COc1ccc(C(=O)NCCc2ccc(F)cc2)cc1OC	2.3%	5.8%	-13.5%	-7.1%	-4.8%
CO/N=C/c1ccc(N2CCN(C(=O)c3ccc(F)cc3)CC2)c([N+](=O)[O-])c1	i	-0.2%	11.6%	-7.7%	10.6%

Continuation.
SMILES	VEEV TC-83 Vero	Salmonella PhoP GFP	tuberculosis growth	M. tuberculosis HTS	influenza NS1A	others
COc1ccc2c(c1)C(=C(C#N)C#N)C(=O)N2CCc1ccccc1	5.3%	-2.8%	i	-2.1%	18.5%
Nc1nc2n(n1)C(c1cccc(Br)c1)CC(c1ccc(F)cc1)N2 (configuration not stated)	3.7%	-1.9%	14.2%	1.6%	0.3%
C=C(C)CNC(=S)N/N=C/c1ccc([N+](=O)[O-])cc1	1.3%	-2.9%	47.2%	-9.3%	-10.1%
Cc1cc(C)c(OCCCCn2cnc3ccccc3c2=O)c(C)c1	i	1.2%	6.7%	8.0%	2.7%
CC(=O)N1CC(C)Oc2ccc(S(=O)(=O)Nc3ccc(Cl)cn3)cc21 (configuration not stated)	0.9%	11.4%	13.8%	3.2%	-0.2%
Cc1ccc(S(=O)(=O)Nc2cc(C(C(=O)OC(C)C)C(=O)C(F)(F)F)c(O)c3ccccc23)c(C)c1 (configuration not stated)	i	2.6%	29.8%	7.2%	-3.9%	VEEV TC-83 Vero 10K pilot screen=3.6
O=C(NC1CCCC1)c1cccc(Cl)c1	0.7%	4.1%	59.6%	-1.5%	-4.5%
CCOC(=O)c1c(-c2ccc(C)cc2)csc1NC1=NS(=O)(=O)c2ccccc21	1.7%	-4.9%	-13.2%	-1.9%	9.1%
O=c1cc(O)c(-c2ccccc2Cl)c(Cl)[nH]1	1.2%	6.3%	24.6%	3.2%	5.4%
Nc1cccc2cnccc12	1.4%	7.7%	18.6%	-2.2%	-2.2%
Cc1cc(C(=O)Nc2cccc3ccccc23)co1	6.1%	-13.8%	46.7%	12.3%	-0.9%
CC(C)(C)N1CSC(=S)N(Cc2ccccc2)C1	9.4%	18.8%	-1.0%	65.0%	3.9%
CN(C)c1c(-c2ccccc2)cc(-c2ccccc2)[nH]c1=O	0.6%	nt	nt	nt	-13.7%
O=[N+]([O-])c1ccc(Sc2ncc3ccccn23)nc1	i	2.7%	9.5%	1.2%	-13.4%
O=C(NCc1nnc(SCC(=O)N2CCCC2)o1)c1cccc(C(F)(F)F)c1	1.3%	-3.9%	4.2%	1.5%	-15.2%
O=C(CSc1nc2ncccc2[nH]1)c1ccc2c(c1)OCO2	1.7%	0.5%	-17.5%	8.7%	nt
COc1ccc(OC)c(N(CC(=O)NCCSc2ccccc2)S(C)(=O)=O)c1	5.0%	-1.9%	-3.3%	0.3%	7.0%
Cc1cc(Cl)ccc1NC(=S)N1CCC(C(N)=O)(N2CCCCC2)CC1	2.5%	15.4%	6.2%	7.2%	-2.0%
O=C(Nc1cccc(S(=O)(=O)Nc2ccc(Cl)cc2)c1)c1ccc2c(c1)OCCO2	3.0%	-11.2%	41.8%	21.9%	1.7%
Clc1ccc(C2=CSC3=Nc4cccc5cccc(c45)N23)cc1	i	-0.5%	64.8%	?	5.3%
O=C(NCCc1ccc(C(F)(F)F)cc1)C1COc2ccccc2O1 (configuration not stated)	i	-5.6%	65.7%	11.4%	-7.1%
C=CCOc1ccccc1/C=c1\sc2nc(-c3oc4ccccc4c3C)nn2c1=O	nt	0.6%	2.3%	-8.5%	nt
Cc1ccc(S(=O)(=O)N2CCOCC2)cc1NC(=O)COC(=O)c1cccc(Cl)c1Cl	7.2%	nt	nt	nt	-3.5%
Cc1cc(C)c2c(n1)nn1c(C)c(CCC(=O)NCc3ccco3)c(C)nc21	4.6%	-13.5%	7.5%	0.5%	7.6%
CC(C)(C)c1ccc(C2=NC(=O)C(CC(=O)O)S2)cc1 (configuration not stated)	1.0%	-3.6%	33.1%	-10.5%	4.3%
O=C(NCCN1CCOCC1)c1cccc(Br)c1	i	14.4%	-19.0%	33.6%	-22.2%
CC(=O)Oc1ccc(C23c4ccccc4C2(OC(C)=O)c2cc(OC(C)=O)ccc23)cc1 (configuration not stated)	9.0%	nt	nt	nt	-22.3%
O=C(NC1CCCCC1)C(=S)N1CCCC1	0.6%	11.0%	-2.4%	-10.8%	-10.7%
CCCCCC/C(C)=C1/SC(=S)NC1=O	1.1%	-17.3%	?	8.9%	2.4%
CCCC(C)C1(CC)C(=O)NC(=O)N=C1N (configuration not stated)	0.3%	-9.3%	3.9%	1.7%	-9.2%
CC(Cc1cccs1)NC(=O)CCCn1nnnc1CN1CCOCC1 (configuration not stated)	0.6%	-1.7%	2.7%	-5.5%	-1.1%
COc1cccc(/C=N/NC(=O)Cn2nc(C)c([N+](=O)[O-])c2C)c1O	4.3%	-2.6%	8.3%	-3.6%	-0.1%
O=C(CSc1ccccc1)N1CCN(S(=O)(=O)c2ccccc2F)CC1	0.3%	-37.7%	-6.6%	9.2%	6.8%
CCOC(=O)c1ccc(NC(=O)CN2C(=O)C(=O)N(CC(C)C)C2=O)cc1	i	-2.3%	?	?	-1.0%
COc1ccccc1Cn1c(=S)[nH]c2cc(C(=O)N3CCCC3)ccc2c1=O	2.5%	3.0%	0.6%	-2.9%	2.1%
COc1ccc(C(=O)NC2CC2)cc1OC1CCN(Cc2cc(C)c(C)cc2C)CC1	6.4%	-1.4%	11.4%	-3.7%	4.5%
Cc1cc(C)nc(Nc2n[nH]c(COc3ccccc3)n2)n1	7.3%	-7.3%	-6.7%	-0.5%	-16.3%
CCOc1ccccc1NC(=O)C(CC)Sc1nc2ccncc2[nH]1 (configuration not stated)	2.2%	-13.7%	-3.3%	6.0%	6.9%
COc1ccc(C2Nc3ccccc3C(=O)N2c2ccccc2)cc1CN1CCOCC1 (configuration not stated)	1.1%	-5.4%	-6.8%	-4.2%	13.4%	VEEV TC-83 Vero 10K pilot screen=0.6
O=C(NCCc1ccco1)C(=O)NCC1OCCCN1S(=O)(=O)c1ccccc1 (configuration not stated)	1.9%	0.0%	17.7%	-16.4%	-1.8%
COc1cc(C2c3cc4c(cc3OC(N3CCOCC3)C2C)OCO4)cc(OC)c1OC(C)=O (configuration not stated)	i	nt	nt	nt	21.9%
C=C(C)CSc1nc2ncccc2[nH]1	0.5%	5.5%	-3.2%	-5.7%	-2.0%
Cc1cccc2c1Sc1ccccc1CC2=O	2.3%	1.4%	-0.9%	?	-2.0%
CC1=C(C)CC(C(=O)NCCCN2CCCC2=O)C(C(=O)O)C1 (configuration not stated)	0.9%	-4.2%	-10.3%	-9.1%	2.6%
Cn1c(CN2CCCC2)nc2cc(NS(=O)(=O)c3ccccc3)ccc21	i	-3.6%	9.6%	-3.1%	-3.4%
CCN1CCN(C(=S)NCc2ccc(C)cc2)CC1	1.1%	-7.5%	-8.5%	-27.0%	2.2%
Cc1ccc(SCCC(=O)Nc2ccccc2C(=O)N2CCOCC2)cc1	i	-4.2%	11.9%	0.3%	1.9%
O=C(NCc1cccs1)c1cccc(N2CCCC2=O)c1	0.5%	-8.6%	-9.6%	0.1%	1.5%
O=C(NCCN1CCOCC1)c1ccc2ccccc2n1	0.8%	-4.0%	-14.5%	-10.1%	19.4%

High-throughput results from PubChem.
